FBW7 act: human FBW7 E3 ligase activation, primary screen; Q969H0; AlphaScreen FBW7–phospho-cyclin E peptide binding, activator screen; normalized activity (activation), % at 26.1 µM; 650,000 tested, 0.13% active; AID 1259310; in the data active = normalized activity above about 1.9%;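 note: purified mutant Fbw7 with reduced substrate affinity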
Target sequence (Q969H0 whole entry, looked up): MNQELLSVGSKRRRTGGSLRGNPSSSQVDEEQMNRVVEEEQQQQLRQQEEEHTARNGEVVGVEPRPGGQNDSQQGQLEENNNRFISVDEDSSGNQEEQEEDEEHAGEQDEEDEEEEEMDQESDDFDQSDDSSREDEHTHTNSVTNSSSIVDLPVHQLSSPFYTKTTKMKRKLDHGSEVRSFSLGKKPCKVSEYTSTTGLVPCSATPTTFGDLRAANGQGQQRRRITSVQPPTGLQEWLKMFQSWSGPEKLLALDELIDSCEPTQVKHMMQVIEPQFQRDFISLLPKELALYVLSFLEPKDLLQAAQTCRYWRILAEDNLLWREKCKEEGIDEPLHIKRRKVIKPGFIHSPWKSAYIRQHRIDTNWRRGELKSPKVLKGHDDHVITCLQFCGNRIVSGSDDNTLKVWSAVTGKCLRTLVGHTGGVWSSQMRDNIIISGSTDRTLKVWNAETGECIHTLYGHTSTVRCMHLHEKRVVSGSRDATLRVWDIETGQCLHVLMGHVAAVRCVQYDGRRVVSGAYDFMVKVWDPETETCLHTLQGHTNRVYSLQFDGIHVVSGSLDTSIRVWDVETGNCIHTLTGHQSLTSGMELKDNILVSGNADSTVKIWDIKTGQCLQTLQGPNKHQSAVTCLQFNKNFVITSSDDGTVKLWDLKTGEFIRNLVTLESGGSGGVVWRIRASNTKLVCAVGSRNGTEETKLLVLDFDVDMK
TEAD-YAP inh: TEAD-YAP interaction inhibition; HEK-TIYL cells, TEAD-Gal4/YAP UAS-luciferase luminescence; inhibition, % at 9.12 µM; 640,000 tested, 1.4% active; in the data active = inhibition above about 32%;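 note: 0% = median of test compound wells and 100% = reference inhibitor wells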
GPR151 ag: human GPR151 activation | activation, % at 11.2 µM | 650,000 tested, 1% active | PathHunter beta-arrestin GPR151 cells, luminescence; in the data active = activation above about 4.9%;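 note: 0% = median of compound wells and 100% = cells with positive control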
MITF inh: blocks human microphthalmia-associated transcription factor; O75030; AlphaScreen MITF homodimerization, bead proximity signal; inhibition, % at 2.6 µM; 650,000 tested, 0.91% active; AID 1259374; in the data active = inhibition above about 50%;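 note: 0% = vehicle wells with protein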
Starred values were filed as active, the others as inactive; · = no result given; & = joins results of further samples.

SMILES	FBW7 act	TEAD-YAP inh	GPR151 ag	MITF inh
CC[N+](CC)(CC(=O)Nc1c(C)cccc1C)Cc1ccccc1	0.2&0.4	-1.0	-1.0&-0.1	15.5&21.6
CCCC(=O)Oc1ccc2c3c(c(=O)oc2c1)CCC3	-0.1	0.1	1.1	9.0
C/C(=C/C(=O)c1ccc(Cl)cc1)NCc1ccc(S(N)(=O)=O)cc1	0.0	-0.6	-0.8	6.4
N#Cc1c(NC(=O)C(N)=O)sc2c1CCCC2	-0.2	-6.7	-0.3	-5.8
COc1cc(CN2CCN(C(=O)c3ccccc3F)CC2)cc(OC)c1O	0.1	6.7	-0.3	48.9
CCN(CC)C(=O)CSc1nnc(-c2ccc(OC)cc2)n1C	0.6	-2.0	-0.8	13.5
O=C(Cc1cccs1)Nc1cc(F)cc(F)c1	-0.1	3.1	-0.7	0.5
COc1ccccc1C(=O)Nc1cc(-c2cccs2)nn1CCO	0.1	8.5	1.3	5.0
COc1ccccc1NC(=O)c1c(O)c2ccccc2[nH]c1=O	-0.2	-12.2	-1.3	9.3
CNCC(O)Cn1c(C)c(C)c2ccccc21 (stereo not given)	0.0	-2.5	-0.2	1.3
CN(C)S(=O)(=O)c1cccc2c1N(C(=O)Nc1ccccc1C(F)(F)F)CC2	0.1	16.1	1.1	10.4
O=[N+]([O-])c1ccccc1/C(=N/S(=O)(=O)c1ccccc1)Nc1ccccc1	0.1	-16.1	3.0	-9.7
C[C@H](NS(=O)(=O)c1ccccc1)C(=O)Nc1ccc(S(=O)(=O)N2CCCC2)cc1	0.8	5.1	1.2	5.3
CCOC(=O)C1CCCN(CCC(=O)Nc2ccccc2Cl)C1 (stereo not given)	-0.1	-5.2	-0.2	0.7
COC(=O)c1cccc(NC(=S)Nc2ccc(OC)c(OC)c2)c1	0.1	4.8	0.2	9.3
COc1cc(Nc2nc(Nc3ccccc3)c3ncn(CCN4CCCC4=O)c3n2)cc(OC)c1OC	0.5	-25.5	-2.9	1.9
CCCOc1ccc(-c2nn(-c3ccccc3)cc2/C=c2\sc3nc(=O)c(C)nn3c2=O)cc1	-0.1	-1.2	-0.3	2.5
CCOC(=O)c1c(NC(=O)/C=C/C(N)=O)sc(C)c1C	0.0	45.2*	1.5	6.2
CC(Oc1ccccc1)c1nnc(NC(=O)Nc2ccc(F)cc2)s1 (stereo not given)	0.1	-6.1	4.5	15.6
COc1cc(/C=C/C(=O)OCC(=O)c2ccc(Br)s2)cc(OC)c1OC	0.2	7.9	-2.2	10.8
CCOC(=O)C(=O)Nc1nnc(C2CCCC2)s1	0.0	-3.5	0.2	7.3
CC(C)C(c1nnnn1Cc1ccco1)N1CCN(c2cccc(Cl)c2)CC1 (stereo not given)	-0.1	18.2	0.0	2.8
c1ccc(-c2nnc3n2CCN(Cc2cccc4nccnc24)CC3)cc1	0.1	6.0	-0.4	8.0
O=C(c1ccco1)N(Cc1nc(-c2ccccc2)no1)C1CCCCC1	-0.1	-4.6	2.4	0.2

The last 4 entries of the section above are carried over, then new ones follow:
SMILES	FBW7 act	TEAD-YAP inh	GPR151 ag	MITF inh
CCOC(=O)C(=O)Nc1nnc(C2CCCC2)s1	0.0	-3.5	0.2	7.3
CC(C)C(c1nnnn1Cc1ccco1)N1CCN(c2cccc(Cl)c2)CC1 (stereo not given)	-0.1	18.2	0.0	2.8
c1ccc(-c2nnc3n2CCN(Cc2cccc4nccnc24)CC3)cc1	0.1	6.0	-0.4	8.0
O=C(c1ccco1)N(Cc1nc(-c2ccccc2)no1)C1CCCCC1	-0.1	-4.6	2.4	0.2
CCCCC[C@H](O)/C=C/[C@H]1C=CC(=O)[C@@H]1CCCCCCC(=O)OCC	·	·	4.9*	-0.2
c1cc(-c2nc3c(c(N4CCCCC4)n2)CNCC3)ccn1	0.0	-3.6	1.5	-11.0
CCc1ccc(C(=O)/C=C/Nc2ccc(NC(C)=O)cc2)cc1	-0.1	-33.0	1.7	-16.4
N#C/C(=C\c1cn(-c2ccccc2)nc1-c1cccc([N+](=O)[O-])c1)C(=O)N1CCOCC1	0.1	8.6	-0.9	-4.8
Cc1ccc(-n2cc(-c3ccccc3)c3c(NCCN4CCOCC4)ncnc32)cc1Cl	-0.2	-6.0	0.4	3.3
O=C(O)CCS(=O)c1ccccc1C(=O)O (stereo not given)	0.2	0.4	0.3	15.5
COc1ccc(CN2CCC(C3(C)NC(=O)N(Cc4ccsc4)C3=O)CC2)c(C)c1C (stereo not given)	-0.5	-0.7	1.4	-23.1
CC1=C(C(=O)OCC(C)C)C(c2ccc(OCc3ccccc3)cc2)C2=C(CC(c3ccccc3)CC2=O)N1 (stereo not given)	0.3	-11.2	0.0	3.6
O=c1[nH]c(SCCOc2ccc(Cl)cc2)nc2ccccc12	0.1	4.6	-1.1	1.8
Oc1c(C(c2ccccn2)N2CCCC2)ccc2cccnc12 (stereo not given)	-0.2	66.6*	1.6	106.5*
COc1ccccc1/C=C/CN1CCNC(=O)C1CC(=O)NCCc1cnccn1 (stereo not given)	-0.2	-3.1	-1.8	-4.7
CCN(CC)c1ccc(C(=O)NNC(=O)Cc2cccc3ccccc23)cc1	0.1	0.0	1.9	9.6
COc1cc(C=Nc2ccc(O)cc2)ccc1OC(C)=O	-0.1	1.4	1.3	10.1
CCN(CC)C(=O)Cn1cnc2sc(C(=O)N3CCC(C(N)=O)CC3)c(C)c2c1=O	-0.1	0.7	1.0	1.8
Cc1c(C(=O)NCCN(C)C)sc2ncn(CC(=O)N3CCCCC3)c(=O)c12	-0.1	1.3	-0.1	4.3
COc1ccccc1C(=O)N1CCC2(CC1)OCc1cccc(OC)c1O2	-0.1	7.2	-1.1	-13.4
CCOC(=O)/C(=C/Nc1ccc(Cl)cc1)NC(=O)c1ccc([N+](=O)[O-])cc1	0.7	15.6	-0.4	4.4
CCC(C)(C)C(=O)O[C@H]1C[C@@H](C)C=C2C=C[C@H](C)[C@H](CC[C@@H]3C[C@@H](O)CC(=O)O3)[C@H]21	0.2&0.1&0.8	5.8	-0.8&0.0&0.2	-7.9&6.0&13.5
Cc1cccc(C(C)C)c1NC(=O)C1CCCN1S(=O)(=O)c1cccc2nsnc12 (stereo not given)	-0.2	-0.8	1.7	-5.2
COc1ccc(-n2c(SCC(=O)NCc3ccccc3)nc3c(sc(=S)n3-c3ccccc3)c2=O)cc1OC	-0.3	-9.9	0.6	0.9
COc1ccccc1NC(=O)c1ccc2oc(=O)c(S(=O)(=O)c3ccccc3)cc2c1	0.7	-14.6	-0.1	4.2
Cc1cccc(-c2nc3ccccc3c(=O)n2NC(=O)c2ccc(C)c(C)c2)c1	-0.1	-6.6	-1.7	-5.5
CCc1ccc(Oc2nc3ccccn3c(=O)c2/C=C(\C#N)C(=O)NCc2ccco2)cc1	0.1	9.9	-0.8	4.9
S=c1[nH]nc(CN2CCOCC2)n1-c1ccccc1	0.2	-3.3	0.7	1.4
CCOC(=O)c1sc(N2C(=O)C(=O)/C(=C(/O)c3ccc(OCC)c(C)c3)C2c2ccc(C)cc2)nc1C (stereo not given)	-0.1	8.2	1.3	2.0
COCCNC(=O)Cc1cc(=O)oc2cc(C)ccc12	0.1	-3.3	-1.1	2.0
CS(=O)(=O)n1c(SCC(=O)Nc2ccc(OC(F)(F)F)cc2)nc2ccccc21	-0.1	-3.0	-0.7	-2.6
COCCNS(=O)(=O)c1ccc(S(=O)(=O)N2CCC(C)CC2)cc1	0.0	5.3	-0.4	30.0
Cc1cccc(OCC(=O)Nc2ncc(Cc3ccccc3Cl)s2)c1	0.2	9.4	-0.1	-1.0
COc1ccc2ccccc2c1/C=N/NC(=O)CC1(C)OCCCO1	0.0	5.1	1.4	4.3
CC1CCCCN1C(=O)Cn1ncc2c3ccccc3n(C)c2c1=O (stereo not given)	-0.1	-4.7	0.8	-13.2
Cc1[nH]c(=O)[nH]c(=O)c1S(=O)(=O)NCc1ccco1	-0.1	2.6	-0.7	8.3
CCOC(=O)c1sc2ncnc(NCc3ccco3)c2c1C	-0.2	10.1	0.8	12.2
CCN(CC)C(=O)c1cccc(CS(=O)(=O)c2ccc(C)cc2)c1	0.0	-4.5	-0.6	9.1
CC1CCN(c2cc(NCC(=O)O)c3c4c(onc24)-c2ccccc2C3=O)CC1	-0.5	64.0*	-2.3	51.3*
CCCCOC(=O)c1c(C)oc2ccc(NS(=O)(=O)c3cc(OC)ccc3OC)cc12	-0.2	-5.4	1.6	-5.8

Brought forward from above: 2 entries, then new ones.
SMILES	FBW7 act	TEAD-YAP inh	GPR151 ag	MITF inh
CC1CCN(c2cc(NCC(=O)O)c3c4c(onc24)-c2ccccc2C3=O)CC1	-0.5	64.0*	-2.3	51.3*
CCCCOC(=O)c1c(C)oc2ccc(NS(=O)(=O)c3cc(OC)ccc3OC)cc12	-0.2	-5.4	1.6	-5.8
COc1cc(Cl)c(C)cc1NC(=O)CN1C(=O)NC(C)(CCc2ccccc2)C1=O (stereo not given)	0.1	4.1	2.7	0.9
COc1cc(C2c3c(-c4ccccc4O)n[nH]c3C(=O)N2CC2CCCO2)ccc1O (stereo not given)	0.0	-0.2	1.0	11.6
O=C(CCCCn1c(=S)[nH]c2ccsc2c1=O)NCC1CCCO1 (stereo not given)	0.1	-0.8	0.2	-0.4
O=C(c1ccco1)N1CCN(c2nc(N3CCOCC3)nc(-n3ccnc3)n2)CC1	-0.1	-9.3	1.3	5.0
O=C(N/N=C/c1ccc([N+](=O)[O-])cc1)c1ccc(Cl)cc1Cl	0.0	-2.6	0.9	0.4
Cc1ccc(NC(=O)CN(c2ccc(C)c(Cl)c2)S(C)(=O)=O)cc1Cl	0.0	-11.3	-1.2	-9.2
CCCCCn1c(SC(C)C(C)=O)nc2c1c(=O)[nH]c(=O)n2C (stereo not given)	-0.1	-20.7	-0.6	9.7
CC(C)Oc1ccc(C(=O)N2CCN(S(=O)(=O)c3cc4c5c(c3)CCN5C(=O)CC4)CC2)cc1	0.1	16.0	2.7	1.6
C=CCN(c1ccccc1)S(=O)(=O)c1cccc(C(=O)OCc2c(C)noc2C)c1	0.0	7.3	0.6	-7.8
Cn1cccc1C(CNC(=O)c1ccco1)N1CCc2ccccc2C1 (stereo not given)	-0.2	-2.1	1.3	5.7
O=C(CSc1ncccn1)N1CCCCCC1	-0.1	1.8	0.7	-6.4
Cc1c(CNC2CCCCC2)c(C(=O)O)c(C)n1Cc1ccccc1F	-0.1	-5.0	2.3	2.8
COC(=O)C1CC(=O)N(C)C12CCN(C(=O)c1cnn(Cc3ccccc3)c1)CC2 (stereo not given)	0.1	-3.8	-0.6	36.1
CCOc1ccc(NC(=O)/C(C#N)=C/c2cn(CC(=O)NCCOC)c3ccccc23)cc1	0.2	3.4	0.3	16.9
COc1ccc([N+](=O)[O-])cc1N1C(=O)C2C3C=CC(CC3)C2C1=O (stereo not given)	-0.1	-4.8	-0.3	4.4
CCCC1=C(C(=O)OCC)C(c2cc(OCC)c(OCC(N)=O)cc2Cl)NC(=O)N1 (stereo not given)	0.0	12.1	4.0	-0.5
O=C(Nc1ccc(Br)cc1)/C(=C/c1cccc([N+](=O)[O-])c1)NC(=O)c1ccccc1F	-0.2	1.6	0.4	3.5
CCOC(=O)CSc1nnnn1-c1ccccc1F	0.5	-1.2	-1.6	6.0
N#CC1=C(N)OC2=C(C(=O)CCC2)C1C1CCCCC1 (stereo not given)	0.0	-4.1	-0.9	3.4
CCn1c(CNc2ccc(C)cc2)nnc1SCC(=O)NC1CCCCC1	-0.1	10.7	-0.9	4.5
COC(=O)C1CCN(CC(=O)Nc2ccc3[nH]c(=O)[nH]c3c2)CC1	0.2	7.0	-0.6	13.0
CCCCOc1ccc(S(=O)(=O)N2CCSC2c2ccccc2Cl)cc1 (stereo not given)	0.1	6.0	2.0	-2.2
CCn1cc(C(=O)OCC(=O)N(C)C2CCS(=O)(=O)C2)c(=O)c2ccc(C)nc21 (stereo not given)	-0.2	10.2	1.5	-2.5
c1ccc(-c2nc(-c3ccc4c(c3)OCO4)[nH]c2-c2cccc3ccccc23)cc1	0.1	-11.9	1.2	4.1
CC1(C)O[C@H]2[C@@H](O1)[C@@H](C(=O)Nc1nccs1)O[C@@H]1OC(C)(C)O[C@@H]12	0.0	-0.1	-1.0	3.5
CCc1cc(=O)n2[nH]c(CC)c(-c3ccc(OC)cc3)c2n1	-0.2	-2.0	-0.6	3.6
O=C(O)/C=C/c1cccc(-c2cnc3ccc(NCc4ccc5c(c4)OCO5)nn23)c1	0.0	1.1	-0.1	21.3
CN(C)c1ccc2c(c1)OC(N)=C(C#N)C2c1ccc(Br)cc1 (stereo not given)	-0.1	-6.1	3.6	-19.4
Cc1ccc(-c2csc(/N=C/c3ccc(O)cc3O)n2)cc1	-0.3	-6.4	0.7	0.2
CCOc1ccc(-n2nc3ccc(NC(=O)c4ccco4)cc3n2)cc1	-0.2	-1.7	-0.8	-6.8
Cc1ccc(C)c(S(=O)(=O)NCCCN2CCOCC2)c1	0.0	12.1	1.8	0.9
Cc1ccc(NC(=O)C2=NNC(=O)CC2)cc1F	0.0	-36.6	1.6	-6.5
COc1ccc(-c2nn(-c3ccccc3)cc2C2CC(c3cccs3)=NN2C(=O)CCC(=O)O)cc1 (stereo not given)	-0.1	-7.9	0.7	5.2
O=C(NCC(c1ccc(F)cc1)N1CCOCC1)c1ccc(Br)o1 (stereo not given)	-0.2	4.8	0.1	-2.8
COC(=O)C1=C(C)NC(C)=C(C(=O)OCCCN2CCC(c3ccccc3)(c3ccccc3)CC2)[C@@H]1c1cccc([N+](=O)[O-])c1	-0.1	·	-0.9	8.6
CC(C)N(Cc1nccn1C)c1nc2nonc2nc1NC1CC1	0.0	-11.0	4.8	-5.2

High-throughput results from PubChem BioAssay.
